Source: PubChem BioAssay (several laboratories)
bCat KO growth – beta-catenin-lacking colon tumor cell growth suppression | 140,000 tested, 1.5% active | viability, % at 10 µM | HCT116 beta-catenin knockout viability, CellTiter-Glo, 60 h; active compounds read low;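 active = viability at or under a set limit, the compound median less 4 SD, cut at about 6% in these data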;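 also: 0% = Hyamine 1622 control at 20 µM and 100% = untreated cell control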
BB579 growth dn – reduces growth of yeast BB579 in restrictive medium; S. cerevisiae BB579 growth, OD615, 48 h; inhibition, % at 10 µM; 140,000 tested, 0.51% active;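 active = inhibition above a set limit, 3 SD over the mean compound inhibition, cut at about 44% in these data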; also: inactives centre near -24
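Detection: OD615 turbidity measurement; Material: Saccharomyces cerevisiae DeaD strain BB579, replicative lifespan model yeast; Timing: 48 h exposure, 30 °C; Doses: single 10 µM dose; Medium: CSMM-D restrictive synthetic medium containing dextrose (glucose); Controls: amphotericin B at 10 µg/mL as positive control.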
MRP1 act – MRP-1 activation | H69AR cells + doxorubicin, viability rescue, CellTiter-Glo | viability increase, % at 10 µM | 140,000 tested, 0.61% active;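 active = viability gain under doxorubicin at or above a set limit, the compound median plus 3 SD, cut at about 4.7% in these data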;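 also: MRP-1 overexpressing cells given doxorubicin 25 µM after compound pretreatment; 18-22 h compound pretreatment then 72 h with doxorubicin before readout; 0% = doxorubicin-only wells and 100% = vehicle-treated cells without doxorubicin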
GALR2 antag – blocks the human galanin receptor 2. 140,000 tested, 0.39% active. GALR2-expressing cells, antagonist mode. inhibition, % at 4 µM. AID 828; in the data active = inhibition above about 27%;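 also: cells stimulated with galanin 1-16 at roughly its EC80; 0% = agonist challenge control and 100% = basal control without agonist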
Target sequence (O43603 whole entry, looked up): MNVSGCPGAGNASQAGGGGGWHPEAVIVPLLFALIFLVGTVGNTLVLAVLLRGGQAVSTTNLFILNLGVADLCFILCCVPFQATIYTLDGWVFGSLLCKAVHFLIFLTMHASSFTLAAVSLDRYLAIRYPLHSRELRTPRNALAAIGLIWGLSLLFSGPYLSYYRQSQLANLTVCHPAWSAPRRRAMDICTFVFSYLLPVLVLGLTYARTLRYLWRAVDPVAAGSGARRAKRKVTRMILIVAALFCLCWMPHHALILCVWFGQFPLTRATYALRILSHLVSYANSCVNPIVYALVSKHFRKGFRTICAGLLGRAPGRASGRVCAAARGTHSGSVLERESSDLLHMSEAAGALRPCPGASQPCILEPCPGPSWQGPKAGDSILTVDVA
Yeast life ext – yeast lifespan extension; inhibition of the nicotinamide effect, % at 10 µM; 130,000 tested, 0.68% active; AID 775; S. cerevisiae growth with nicotinamide, OD615; deaD strain in restrictive glucose medium;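 active = inhibition above a set limit, placed 3 SD over the median of all compounds, cut at about 26% in these data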;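 also: 0% = nicotinamide-treated wells and 100% = cells grown without nicotinamide; some compounds called inactive have numbers as strong as hits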
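Measured by: optical density (absorbance) at 615 nm; System: modified budding yeast, DeaD strain; Medium: restrictive CSMM-D dextrose medium; Timing: 4 h preincubation then 48 h treatment at 30 °C.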
Phagocyt inh – macrophage phagocytosis inhibition. 110,000 tested, 0.07% active. J774A.1 macrophage IgG-bead phagocytosis, imaging. inhibition, % at 5 µM;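 active = inhibition above the mean of the plate negative controls plus 5 SD, cut at about 13% in these data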;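 also: phagocytic index as fraction of beads internalized from green versus red external bead signal; plate controls were DMSO negative control for no effect and cytochalasin-D positive control for full effect; some results beyond the cut were filed as inactive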
E-sel TNF inh – blocks E-selectin expression induced by TNF alpha | HUVEC TNFa-induced E-selectin immunofluorescence, high content | inhibition, % at 2 µM | 120,000 tested, 0.71% active | AID 1246;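 active = inhibition above the batch mean plus 3 SD, and confirmed as a hit on visual image review, cut at about 43% in these data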;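 also: 0% = TNF-stimulated DMSO wells and 100% = unstimulated control wells; not every result past the cut was called active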
HCT116 PTEN-null – growth suppressors of cells with PTEN tumor suppressor deletion | HCT116 PTEN-null viability, CellTiter-Glo, 60 h; active compounds read low | viability, % at 10 µM | 140,000 tested, 1.2% active | AID 827;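 active = viability at or below a set limit, 4 SD under the median of all tested compounds, cut at about 3.7% in these data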;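 also: PTEN knockout HCT116 line with beta catenin targeted HCT116 as companion control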
NPY Y2 blocker – NPY-Y2 (human) receptor antagonism; 140,000 tested, 0.99% active; inhibition, % at 2.7 µM; NPY-Y2 expressing cells, antagonist mode; AID 793; in the data active = inhibition above about 17%;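 also: 0% = vehicle with agonist challenge and 100% = reference antagonist with challenge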
Target sequence (P49146 whole entry, looked up): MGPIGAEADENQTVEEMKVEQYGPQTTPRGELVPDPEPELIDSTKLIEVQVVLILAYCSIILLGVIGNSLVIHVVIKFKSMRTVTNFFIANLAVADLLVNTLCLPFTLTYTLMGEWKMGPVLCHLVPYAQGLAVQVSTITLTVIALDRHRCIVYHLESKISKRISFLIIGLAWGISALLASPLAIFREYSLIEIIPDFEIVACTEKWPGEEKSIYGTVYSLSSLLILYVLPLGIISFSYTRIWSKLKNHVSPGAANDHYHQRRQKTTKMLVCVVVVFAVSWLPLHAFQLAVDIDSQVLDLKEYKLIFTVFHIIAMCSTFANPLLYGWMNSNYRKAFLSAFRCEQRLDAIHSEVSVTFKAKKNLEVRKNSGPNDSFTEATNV
Measles CPE – protection of cells from measles virus | protection (pct of control), % at 4 µM | Measles virus-infected cells, CPE protection, absorbance | 140,000 tested, 1.5% active; in the data active = protection mostly above about 24%, no sharp cut-off; inactive = mostly below about 26%; also: some compounds called inactive have numbers as strong as hits
Starred values were filed as active, the others as inactive; / = no result given.

SMILES	bCat KO growth	BB579 growth dn	MRP1 act	GALR2 antag	Yeast life ext	Phagocyt inh	E-sel TNF inh	HCT116 PTEN-null	NPY Y2 blocker	Measles CPE
O=C(NCc1ccccn1)/C(=C/c1ccco1)NC(=O)c1ccccc1	90	-64	-0.1	11	2	-7	-11	96	0	13
O=C(COC(=O)/C=C/c1ccc(Cl)cc1Cl)Nc1cc(C(F)(F)F)ccc1N1CCOCC1	85	-22	-3.8	-1	0	1	12	93	2	6
c1ccc(Cn2ncc3c(N4CCOCC4)ncnc32)cc1	89	-35	-2.6	1	/	/	-8	98	5	18
O=C(Nc1ccc(Cl)cc1)NC1CCS(=O)(=O)C1 (stereo unspecified)	100	21	1.9	-8	-14	-1	/	101	-1	11
COC(=O)c1ccc(OC)c(CSc2nnc(COc3ccc(OC)cc3)o2)c1	76	-53	1.2	4	-12	0	/	86	10	9
CC(=O)c1cccc(NC(=O)C2CCCN2S(=O)(=O)c2cccc3cccnc23)c1 (stereo unspecified)	83	-15	-3.0	4	3	-1	13	86	-1	10
CCN1CCN(C(c2ccccc2)c2nnnn2CCc2ccc(OC)c(OC)c2)CC1 (stereo unspecified)	109	-63	-0.9	5	-7	-1	8	107	-2	0
Cc1nc2ccccc2c2nc(NC(=O)Cc3ccccc3)nn12	95	-18	-3.4	0	-3	-2	-15	96	3	1
c1ccc2c(CSCc3nc4ccccc4[nH]3)cccc2c1	70	-30	-0.2	1	-15	/	-4	68	4	11
C=CCNC(=O)/C(=C/c1ccccc1OCC)NC(=O)c1ccccc1	90	-23	0.0	6	0	-5	/	95	5	26
COc1c(Cl)ccc(Cl)c1C(=O)NC(=O)N1CCOCC1	99	-10	-1.9	-4	-18	-2	/	93	2	2
O=C(Nc1cccnc1)c1cc(-c2cccs2)on1	85	-50	-1.3	-6	-8	/	-9	85	0	9
CCOC(=O)c1nnc(-c2ccc(C)cc2)nc1Sc1ccc(Cl)cc1	36	-54	-2.3	-1	-12	-1	/	27	-1	32
COCCNC(=O)C1CCC(=O)N(c2ccc(OC)cc2)C1c1ccc(OC)c(OC)c1 (stereo unspecified)	92	-60	0.2	-7	-8	1	13	104	2	11
COc1ccc(S(=O)(=O)NCCSCc2ccco2)cc1OC	76	-29	-2.2	1	-10	-1	-2	82	0	11
Cc1ccc(N(CC(=O)Nc2cc(Cl)ccc2Oc2ccccc2)S(C)(=O)=O)cc1C	65	-21	-6.0	-15	-3	-1	30	49	6	3
CCOc1ccc(N(C(C)C(=O)N/N=C(\C)C(C)(C)C)S(C)(=O)=O)cc1 (stereo unspecified)	95	-55	0.6	5	8	-5	4	100	3	32
CC1Cc2ccccc2N1C(=O)CN(C)S(=O)(=O)c1cccc2cccnc12 (stereo unspecified)	89	7	-4.0	10	-1	0	-3	100	2	0
COc1cc(OC)cc(OCC(O)Cn2ccnc2C)c1 (stereo unspecified)	94	-38	-0.8	-6	8	0	14	106	2	6
COC(=O)CSc1nc(C)cc(C(F)(F)F)c1C#N	100	14	0.2	-3	-21	/	/	93	0	4

Compound profiles (already shown). Values in the order: bCat KO growth, BB579 growth dn, MRP1 act, GALR2 antag, Yeast life ext, Phagocyt inh, E-sel TNF inh, HCT116 PTEN-null, NPY Y2 blocker, Measles CPE
COC(=O)c1ccc(OC)c(CSc2nnc(COc3ccc(OC)cc3)o2)c1 reads 76, -53, 1.2, 4, -12, 0, /, 86, 10, 9
O=C(Nc1cccnc1)c1cc(-c2cccs2)on1 reads 85, -50, -1.3, -6, -8, /, -9, 85, 0, 9
COCCNC(=O)C1CCC(=O)N(c2ccc(OC)cc2)C1c1ccc(OC)c(OC)c1 (stereo unspecified) reads 92, -60, 0.2, -7, -8, 1, 13, 104, 2, 11
Cc1nc2ccccc2c2nc(NC(=O)Cc3ccccc3)nn12 reads 95, -18, -3.4, 0, -3, -2, -15, 96, 3, 1
c1ccc2c(CSCc3nc4ccccc4[nH]3)cccc2c1 reads 70, -30, -0.2, 1, -15, /, -4, 68, 4, 11

Next structures follow:
SMILES	bCat KO growth	BB579 growth dn	MRP1 act	GALR2 antag	Yeast life ext	Phagocyt inh	E-sel TNF inh	HCT116 PTEN-null	NPY Y2 blocker	Measles CPE
Nc1c(C(=O)NCc2ccc3c(c2)OCO3)c2nc3ccccc3nc2n1CCCN1CCOCC1	1.4*	-36	-4.2	-15	-25	-3	/	1.4*	19*	10
Cn1c(=NC(=O)c2cnccn2)sc2ccccc21	95	-21	-0.5	10	-13	0	22	94	-2	5
NC(=O)CCC(NS(=O)(=O)c1ccc(Cl)cc1)C(=O)NCc1ccccc1Cl (stereo unspecified)	95	-29	-2.3	19	-2	/	/	100	-1	5
O=C(OCc1c(Cl)nc2sccn12)c1cc2c(s1)CCCC2	91	2	-2.4	-6	-30	0	-2	98	5	3
CCOC(=O)N1CCN(C(=O)CCn2c(=S)[nH]c3cc(OCC)c(OCC)cc3c2=O)CC1	104	-26	-4.5	-4	-2	0	10	113	0	6
N#C/C(=C\c1ccc(OC(=O)c2ccccn2)cc1)C(N)=O	95	-23	-2.0	1	3	-3	-17	90	0	8
Cc1ccc(C)c2[nH]c(=O)c(CN(CCN3CCOCC3)Cc3nnnn3CC3CCCO3)cc12 (stereo unspecified)	78	-22	-2.3	3	-15	0	/	80	6	4
O=C(c1cccc(NS(=O)(=O)c2ccc(F)c(F)c2)c1)N1CCN(Cc2ccccc2)CC1	90	-46	-0.2	0	12	-9	/	93	2	29
FC(F)Sc1ccc(-n2cc(-c3ccccc3)[n+]3c2CCC3)cc1	82	-15	0.6	12	4	-9	/	80	1	31
Cc1nc2ccccc2nc1CSc1nncs1	102	-43	-0.5	-4	-18	/	-32	103	5	/
COc1ccc(C2C(C(=O)OCC(=O)Nc3ccc(C)cc3)CCC(=O)N2c2ccc(OC)cc2)cc1 (stereo unspecified)	93	-11	0.3	5	-4	-1	2	88	-1	3
O=C(COc1ccc(Cl)cc1)N1CCN(S(=O)(=O)c2ccc(Cl)cc2)CC1	92	-23	1.8	-11	-3	0	/	88	4	21
O=C(CN1CCCC1)Nc1ccc(NC(=O)Nc2ccccc2)cc1	91	-34	-1.8	1	1	1	-17	91	2	3
O=C(CSc1ncn[nH]1)N1CCN(c2nnc(-c3ccccc3)c3ccccc23)CC1	105	-50	-0.8	24	-13	0	-18	100	1	9
O=c1[nH]cnc2c1sc(=S)n2-c1ccccc1	99	-49	-1.7	-2	-1	-5	-21	127	-2	12
CCC(Sc1nc2ccccc2c(=O)[nH]1)C(=O)O (stereo unspecified)	95	-47	-2.2	5	-2	0	15	88	2	13
COC(=O)N1CN(C(=O)OC)CN(C(=O)OC)C1	90	2	-1.3	10	-8	/	/	100	0	34
COc1ccc(S(=O)(=O)Nc2cccc(C)n2)c2ccccc12	92	15	-2.2	4	-2	1	-7	90	1	13
O=C(N=Nc1c(O)[nH]c2ccc(Cl)cc12)c1cc(-c2cccs2)nc2ccccc12	76	-25	-4.3	7	0	-4	-58	82	0	7
CC1(C)CC(=O)c2cc(OCC(=O)NCCN3CCCc4ccccc43)ccc2O1	90	-19	-1.9	-1	-12	-3	/	83	3	1
O=C(c1ccco1)N1CCN(C(=O)C2CCCO2)CC1 (stereo unspecified)	92	-35	-2.5	-9	-3	/	-42	98	-1	2
COc1ccccc1CNC(=O)CCn1c(=O)sc2ccccc21	98	-10	-3.3	7	/	/	7	99	2	2
CC(C)Sc1nc(SCC(=O)NCc2ccco2)c2c3c(sc2n1)COC(C)(C)C3	69	1	-3.4	9	-26	3	/	80	5	6
Oc1ccc(NC(=S)Nc2ccccc2)cc1	83	-1	-3.2	-8	15	-2	/	100	1	20
Cc1nc(S/C(=C/c2ccc(-c3ccc(Cl)cc3)o2)C(=O)O)n[nH]1	82	-48	-1.3	-9	-6	0	5	82	-1	9
COc1ccccc1NC(=O)NCC(=O)Nc1ccc(F)c(F)c1	98	-50	1.8	1	-10	0	/	105	-1	14
O=C(c1ccccc1-c1nc2ccccc2[nH]1)N1CCOCC1	110	-24	0.8	-3	-8	4	/	98	1	20
CC(=O)NC(=S)Nc1ccc(NC(=O)COc2ccc(Cl)cc2Cl)cc1	82	-18	-0.1	5	-14	/	-39	87	8	22
O=C(/C=N/O)NCCN1CCCCC1	94	-23	-0.7	0	-10	0	/	84	1	10
CC(CNC(=O)c1cncc(O)c1)NC(=O)c1cncc(O)c1 (stereo unspecified)	102	-20	1.3	-3	-9	-1	/	107	2	9
N#CC1=C(SCC(N)=O)NC(=O)CC1c1ccccc1Cl (stereo unspecified)	93	-16	1.0	5	16	0	/	99	0	10
CCOc1[nH]n(-c2ccc(Cl)cc2)c(=O)c1C=Nc1ccc(O)cc1	13	-33	-6.0	1	-21	/	-36	15	-5	3
COc1ccc(CCNC(=O)c2ccn[nH]2)cc1OC	103	4	-1.1	4	11	/	-8	102	1	18
O=C(COC(=O)c1sc2cc(F)ccc2c1Cl)Nc1ncc(Cl)cc1Cl	93	-12	1.9	11	-4	0	/	97	3	7
CN1CCN(C(=O)Cn2c(=O)oc3cc(S(=O)(=O)NCc4ccccc4)ccc32)CC1	88	-21	0.7	-13	-7	0	9	99	1	31
O=C(Nc1cc(S(=O)(=O)N2CCCC2)ccc1OCC(F)(F)F)c1ccccc1F	98	-36	-0.6	4	9	-14	-2	100	1	2
CCc1ccc2c(c1)cc(CN(C(=S)Nc1cccc(C)c1)C1CC1)c1nnnn12	60	-26	-6.3	-3	-18	/	-20	55	1	6
CCN1CCN(c2ccc(NC(=O)Cc3ccccc3)cc2)CC1	101	-21	-2.8	-4	-4	8	1	102	1	14
CCCCCCn1cc(C(=O)O)c(=O)c2ccccc21	84	-10	-4.1	-5	0	0	/	80	2	2
COc1ccc(-c2nnc(SCC(=O)Nc3nc4ccccc4s3)n2C)cc1	90	-4	-1.7	-1	-24	-3	/	95	2	8
CCC(C)OC(=O)C1=C(C)OC23OC(N)=C(C#N)C12C(=O)c1ccccc13 (stereo unspecified)	89	-25	0.0	1	/	/	-2	96	4	4
Cc1nc(SCC(=O)Nc2c(C)nn(C)c2C)c2cnn(-c3ccccc3)c2n1	31	-18	-4.2	9	-10	/	13	60	1	48*
Cc1ccccc1-c1n[nH]c(=S)o1	86	-3	0.2	-10	0	0	-3	98	12	6
CCOc1ccc(NS(=O)(=O)CC23CCC(CC2=O)C3(C)C)cc1 (stereo unspecified)	98	-39	1.6	-1	-2	2	9	110	1	3
CCOC(=O)CC(=O)CSc1nnc2sc3ccccc3n12	100	-37	-0.2	-1	-4	-3	/	107	3	2
O=C(CCNc1cc(Cl)cc(Cl)c1)c1ccco1	12	-17	-4.1	9	-26	1	-1	55	2	15
COc1ccc(N2C(=O)C3CCCN3C2=O)cc1 (stereo unspecified)	94	-22	1.4	-8	-11	-2	8	105	3	8
COc1ccccc1-n1cnc2cc(C(=O)NCCCN3CCOCC3)ccc21	97	-43	-0.4	12	-12	0	-5	102	0	2
CCCN1CNC(=S)N(Cc2ccccc2)C1	93	-47	1.1	-1	3	/	/	96	1	15
FC(F)(F)c1cc(-c2ccco2)nc(N2CCN(c3ccccc3)CC2)n1	84	16	-2.5	0	1	5	-13	76	4	4
CCn1cc(C(=O)C(F)(F)F)c2ccccc21	94	-53	0.0	2	-18	/	4	94	2	7
